Assay outcomes: PubChem BioAssay, National Center for Advancing Translational Sciences (NCATS)
AmpC inh no detg = blocks E. coli AmpC beta-lactamase in detergent-free assay; P00811; AmpC nitrocefin hydrolysis, absorbance 480 nm, 0.0001% Triton; 330,000 compounds, 0.52% hits; Potency, µM (series often up to 57.1 µM), without a hit: at the top dose activity change, negative = inhibition, most hits filed as inhibitors;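 note: potency is the fitted concentration of half-maximal effect; plate controls were no compound for no effect and no enzyme for full effect; nearly all actives have a fitted effect of over 20% in size; some results filed as inactive show a strong effect at the top dose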
Target sequence (P00811 whole entry, looked up): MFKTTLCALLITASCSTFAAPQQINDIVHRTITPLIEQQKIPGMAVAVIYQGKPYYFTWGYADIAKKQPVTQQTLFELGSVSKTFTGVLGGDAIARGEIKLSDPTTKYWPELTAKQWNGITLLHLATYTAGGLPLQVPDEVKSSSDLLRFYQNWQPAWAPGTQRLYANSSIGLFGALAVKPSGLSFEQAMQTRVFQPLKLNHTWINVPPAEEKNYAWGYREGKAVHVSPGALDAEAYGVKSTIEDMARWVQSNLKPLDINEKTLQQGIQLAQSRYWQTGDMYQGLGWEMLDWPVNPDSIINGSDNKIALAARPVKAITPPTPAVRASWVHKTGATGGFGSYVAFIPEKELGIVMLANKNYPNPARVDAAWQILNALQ
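20 mM phosphate pH 7.0 + 0.01% (detergent screen) or 0.0001% Triton X-100; 5.3 nM AmpC reagent; cpd preinc 15 min RT; nitrocefin (800 uM stock) to start; A480 q20 s × 4 min; Activity was normalised to no-enzyme and no-compound control wells.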
AMA1 RON2 block = disrupts binding of P. falciparum AMA1 to RON2. AlphaScreen AMA1-biotinylated RON2 peptide binding. Potency, µM (series often up to 58.2 µM), for the others: at the top dose activity change, negative = inhibition, hits mostly inhibitors. 360,000 compounds, 0.2% hits;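 note: potency is the fitted concentration of half-maximal effect; 0% = vehicle wells and -100% = peptide control; nearly all actives have a fitted effect of over 45% in size; some results filed as inactive show a strong effect at the top dose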
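AMA1 (3D7) with his tag at 25 nM final met compounds first, then biotinylated RON2 peptide at 25 nM; detection used donor plus acceptor beads, 10 µg/mL apiece, read by AlphaScreen after 30 min at room temperature.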
HCMV inh = blocks human cytomegalovirus replication; activity change, negative = inhibition, % at 57.5 µM; 410,000 compounds, 4.5% hits; HFF cells, HCMV-luciferase reporter, 72 h; active compounds read low; AID 1259415; in the data active = activity change below about -60%; inconclusive = no clear call, values can overlap the other calls; inactive = above about -39%
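Two compound doses tested in HFFs infected with HCMV-luciferase, MOI 1 PFU/cell, 72 h at 37C. Lysate luminescence read with OneGlo; data normalized against buffer-only and 10uM Salinomycin inhibitor controls.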
HCV inhibitor = blocks hepatitis C virus | AID 651820 | Huh7.5.1 HCVcc-Cre infection, luciferase reporter, 44 h | 340,000 compounds, 3.4% hits | Potency, µM (highest dose often 41.8 µM), inactives show at the highest dose activity change, negative = inhibition, most hits filed as inhibitors; note: potency is the fitted concentration of half-maximal effect
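Infectious HCV cell culture screen: compound-treated cells (1,000/well, pre-plated 4 h) are infected with HCVcc-Cre at roughly 0.5 moi and grown 44 h. Infection is quantified by luciferase signal after 15 min substrate incubation at room temperature.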
LmPK inh = LmPK (Leishmania mexicana) enzyme inhibition; purified LmPK, Kinase-Glo ATP luminescence, 1 h; 290,000 compounds, 0.37% hits; AID 1721; Potency, µM (highest dose often 57.5 µM), for inactives: top-dose activity change, negative = inhibition, most hits filed as inhibitors; Q27686; note: potency is the fitted concentration of half-maximal effect
Target sequence (Q27686 whole entry, looked up): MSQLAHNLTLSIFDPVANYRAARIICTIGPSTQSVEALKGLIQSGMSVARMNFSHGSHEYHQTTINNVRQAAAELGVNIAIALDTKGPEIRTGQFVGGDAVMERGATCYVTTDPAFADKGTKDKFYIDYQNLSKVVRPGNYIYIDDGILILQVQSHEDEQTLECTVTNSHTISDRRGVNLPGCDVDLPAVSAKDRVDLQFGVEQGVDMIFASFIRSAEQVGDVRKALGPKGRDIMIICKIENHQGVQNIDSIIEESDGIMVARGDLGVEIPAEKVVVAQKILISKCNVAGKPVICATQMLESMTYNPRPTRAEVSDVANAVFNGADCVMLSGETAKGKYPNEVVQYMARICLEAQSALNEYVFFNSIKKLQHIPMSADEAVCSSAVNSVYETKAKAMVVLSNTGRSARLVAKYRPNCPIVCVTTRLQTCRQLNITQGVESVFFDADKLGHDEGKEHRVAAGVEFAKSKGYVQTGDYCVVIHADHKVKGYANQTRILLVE
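Purified LmPK (0.1 nM) with 0.5 mM PEP and 0.1 mM ADP in imidazole buffer pH 7.2 with MgCl2/KCl, 1 h at room temperature. ATP formed was read by luciferase luminescence and normalized to no-enzyme and uninhibited controls.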
AmpC detergent = blocks E. coli AmpC beta-lactamase in detergent assay; Potency, µM (top dose mostly 114 µM), for the others: top-dose activity change, negative = inhibition, actives largely listed as inhibitors; P00811; AmpC hydrolysis of nitrocefin, absorbance 480 nm, 0.01% Triton; AID 485294; 370,000 compounds, 0.041% hits;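 note: potency is the fitted concentration of half-maximal effect; 0% = no-compound wells and -100% = no-enzyme wells; nearly all actives have a fitted effect of over 25% in size; some results filed as inactive show a strong effect at the top dose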
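AmpC (5.3 nM in the dispensed reagent) in 20 mM phosphate pH 7.0 with 0.01% (detergent screen) or 0.0001% Triton X-100 was preincubated with compounds for 15 min at room temperature. Nitrocefin was then added from an 800 uM solution, and hydrolysis was followed at 480 nm.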
Tb PYK inh = blocks Trypanosoma brucei pyruvate kinase; Q57TT1; TbPYK enzyme, Kinase-Glo Plus ATP luminescence, 45 min; Potency, µM (highest dose often 76.8 µM), without a hit: top-dose activity, negative = inhibition, hits mostly inhibitors; 410,000 compounds, 0.12% hits; AID 624173; note: potency is the fitted concentration of half-maximal effect; nearly all actives have a fitted effect of over 50% in size
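Screened from lowest to highest concentration, compounds were pinned into TbPYK/substrate mixtures, and ADP (130 uM final) was added. Plates sat at room temperature for 45 min prior to Kinase-Glo Plus detection by luminescence.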
Numbers without * were called inactive; & = joins results of further samples; [ ] = dose if it differs, or a comment. Unless noted, calls come from the whole dose curve; as a rule, active = well fitted curve in the direction sought with a large enough effect; inconclusive = small, poorly fitted or top-dose-only effect, or another doubt; inactive = no such curve, though single readings can be large; an effect the other way counts as inactive or inconclusive. Unless noted, % is set by controls: 0 for no effect and ±100 for the full control effect.

O=S(=O)(c1ccc2ccccc2c1)N1CCCOC1 was read as AmpC inh no detg -11%, AMA1 RON2 block -1%, HCMV inh -12, HCV inhibitor 15%, LmPK inh -6%, AmpC detergent inconclusive and Tb PYK inh 2%.
`Cc1ccc(C)c(Cn2nnc3c(=O)[nH]c(C(=O)NCC4CCCO4)nc32)c1` (stereo unspecified) gave AmpC inh no detg -24%, AMA1 RON2 block 13%, HCMV inh -22, HCV inhibitor -6%, LmPK inh 0%, AmpC detergent -3% and Tb PYK inh 1%.
For O=C(Cn1c(=O)n(CC2CCC(C(=O)NCCc3ccccc3)CC2)c(=O)c2ccccc21)Nc1cccc(F)c1 (stereo unspecified) the results were HCMV inh -12, AmpC detergent -4% and Tb PYK inh -7%.
`CC[C@H](C)[C@@H]1NC(=O)[C@H]([C@@H](C)CC)NC(=O)[C@@H](CC(C)C)NC(=O)[C@H](Cc2ccccc2)NC(=O)[C@H](Cc2ccccc2)NC(=O)[C@@H]2CCCN2C(=O)[C@@H]2CCCN2C(=O)[C@H](C(C)C)NC(=O)[C@H](CC(C)C)NC1=O` gave AmpC inh no detg 54%, AMA1 RON2 block -4%, HCMV inh -80*, HCV inhibitor -25% and Tb PYK inh -6%.
CCOc1ccc(CNc2ccc(S(N)(=O)=O)cc2)cc1 was read as AmpC inh no detg -11%[2.29 µM], AMA1 RON2 block 17%, HCMV inh -16, HCV inhibitor 8%, LmPK inh 1%, AmpC detergent -5% and Tb PYK inh -4%.
`CCOc1ccc(Nc2ncnc3c2cnn3Cc2ccccc2)cc1` gave AmpC inh no detg -14%, AMA1 RON2 block -5%, HCMV inh inconclusive, HCV inhibitor -30%, LmPK inh 0%, AmpC detergent -8% and Tb PYK inh -16%.
For CC(C)N(Cc1ccccc1)S(=O)(=O)c1ccc(-n2cccn2)cc1 the results were AMA1 RON2 block 7%, HCMV inh -33 and Tb PYK inh -3%.
COc1cc(C(=O)N(Cc2ccco2)Cc2cc3ccccc3[nH]c2=O)cc(OC)c1OC was read as AmpC inh no detg 0%, AMA1 RON2 block -2%, HCMV inh 14, HCV inhibitor inconclusive, LmPK inh 5%, AmpC detergent -11% and Tb PYK inh -5%.
CN(C)CCNC(=O)c1ccc(CS(=O)(=O)c2c(Cl)cccc2Cl)o1 was read as AmpC inh no detg -1%, AMA1 RON2 block 10%, HCMV inh -2, HCV inhibitor 4%, LmPK inh 10%, AmpC detergent inconclusive and Tb PYK inh -5%.
For COc1ccc(CCNC(=O)c2c(-c3ccccc3)noc2C)cc1OC the results were AmpC inh no detg 10%, AMA1 RON2 block -5%, HCMV inh -29, HCV inhibitor 10%, LmPK inh -3%, AmpC detergent -20% and Tb PYK inh -7%.
COc1ccc(CCNC(=O)c2ccc(CSc3ccccc3)o2)cc1 was read as AmpC inh no detg -29%, AMA1 RON2 block 5%, HCMV inh 1, HCV inhibitor inconclusive, LmPK inh 2%, AmpC detergent -4% and Tb PYK inh -2%.
For CCC(C)(C)C1CCc2nc3ccccc3c(C(=O)OC(C)C(=O)Nc3c(C)n(C)n(-c4ccccc4)c3=O)c2C1 (stereo unspecified) the results were AmpC inh no detg -13%, AMA1 RON2 block 8%, HCMV inh inconclusive, HCV inhibitor inconclusive, LmPK inh 2%, AmpC detergent -14% and Tb PYK inh -16%.
`COc1ccc(C(=O)c2cn(-c3cccc(Br)c3)nc2C(C)=O)cc1` gave AMA1 RON2 block -9%, HCMV inh -20, HCV inhibitor -18% and Tb PYK inh 0%.
`CC(=O)N1C(Nc2ccc(Cl)cc2)CCN1c1ccccc1` (stereo unspecified) gave AmpC inh no detg -18%, AMA1 RON2 block 3%, HCMV inh -25, HCV inhibitor 26%, LmPK inh 3%, AmpC detergent 0% and Tb PYK inh -3%.
Screening COc1ccc(N2CCN(CC(O)COc3ccc(C)cc3C)CC2)cc1 (stereo unspecified) returned AmpC inh no detg 62%[activator], AMA1 RON2 block 25µM*, HCMV inh 18&3, HCV inhibitor -11%, LmPK inh -3%, AmpC detergent 0%&11% and Tb PYK inh -8%&1%.
For CCc1ccc(N2CC(C(=O)Nc3cccnc3)CC2=O)cc1 (stereo unspecified) the results were AmpC inh no detg 1%, AMA1 RON2 block 17%, HCMV inh 13, HCV inhibitor -10%, LmPK inh 2%, AmpC detergent -5% and Tb PYK inh -1%.
CNC(=O)c1ccc(NC(=O)CCc2c(C)noc2C)cc1 was read as AmpC inh no detg -14%, AMA1 RON2 block -8%, HCMV inh 0, HCV inhibitor inconclusive, AmpC detergent 7% and Tb PYK inh 1%.
Screening Cc1ccc(/C=C2\SC(=S)N(c3cccnc3)C2=O)o1 returned AmpC inh no detg -28%, AMA1 RON2 block -4%, HCMV inh inconclusive, HCV inhibitor -13%, LmPK inh -3%, AmpC detergent -2% and Tb PYK inh -10%.
For COc1ccc(NC(=O)CSc2ncnc3c2cnn3CCc2ccccc2)cc1 the results were AmpC inh no detg -38%, AMA1 RON2 block -2%, HCMV inh 102, HCV inhibitor 2%, LmPK inh -1%, AmpC detergent inconclusive and Tb PYK inh -6%.
For O=S(=O)(NCCc1cn2ccccc2n1)c1ccc2c(c1)OCCO2 the results were AmpC inh no detg -9%, AMA1 RON2 block 0%, HCMV inh -16, HCV inhibitor inconclusive, LmPK inh -4%, AmpC detergent inconclusive and Tb PYK inh 0%.
`COc1ccc(S(=O)(=O)N/N=c2\oc3c(OC)cccc3cc2S(=O)(=O)c2ccc(C)cc2)cc1OC` gave AmpC inh no detg 96%[activator], AMA1 RON2 block -5%, HCMV inh inconclusive, HCV inhibitor 1%, LmPK inh 1%, AmpC detergent 0% and Tb PYK inh -2%.
`O=C(Cc1ccc(Br)cc1)N1CCN(c2ccccc2)CC1` gave AmpC inh no detg 33%, AMA1 RON2 block -1%, HCMV inh -15, HCV inhibitor -14%, LmPK inh -1%, AmpC detergent inconclusive and Tb PYK inh -1%.
Screening COC(=O)/C=C1\SC(=NC(=O)c2ccc(OC)cc2)NC1=O returned AmpC inh no detg -23%, AMA1 RON2 block 25%, HCMV inh -11, HCV inhibitor -12%, LmPK inh -8%, AmpC detergent 2% and Tb PYK inh -14%.
O=C1S/C(=C/c2ccc(N3CCOCC3)o2)C(=O)N1Cc1c(F)cccc1Cl was read as AmpC inh no detg -10%, AMA1 RON2 block 27%, HCMV inh -11, HCV inhibitor inconclusive, LmPK inh 3%, AmpC detergent 2% and Tb PYK inh inconclusive.
Screening O=C(Nc1cc(S(=O)(=O)Nc2ccccc2Cl)ccc1O)c1sc2cc(Cl)ccc2c1Cl returned AmpC inh no detg -39%, AMA1 RON2 block 5%, HCMV inh -2, HCV inhibitor -3%, LmPK inh 4%, AmpC detergent -4% and Tb PYK inh 0%.
CC(CC(=O)N1CCc2ccccc21)c1ccccc1 (stereo unspecified) was read as AmpC inh no detg -18%, AMA1 RON2 block 7%, HCMV inh -14, HCV inhibitor -18%, LmPK inh 2%, AmpC detergent 5% and Tb PYK inh -10%.
`O=C(c1cccs1)N(Cc1cc2ccccc2[nH]c1=O)CC1CCCO1` (stereo unspecified) gave AmpC inh no detg -17%, AMA1 RON2 block -3%, HCMV inh 8, HCV inhibitor -4%, LmPK inh 4%, AmpC detergent inconclusive and Tb PYK inh 3%.
Screening CCOc1ccccc1C1C2CCCCC2(O)CCN1C(=O)c1cccs1 (stereo unspecified) returned AmpC inh no detg 15%, AMA1 RON2 block 19%, HCMV inh 75, HCV inhibitor 21%, LmPK inh -1%, AmpC detergent 7% and Tb PYK inh -9%.
Screening CCC(=O)Nc1cccc2cccnc12 returned AmpC inh no detg -5%, AMA1 RON2 block -5%, HCMV inh 8, HCV inhibitor 6%, LmPK inh 0%, AmpC detergent -6% and Tb PYK inh 2%.
For CC(C)C12CN3CC(C(C)C)(CN(C1)C3c1ccc([N+](=O)[O-])o1)C2=O (stereo unspecified) the results were AmpC inh no detg -10%, AMA1 RON2 block -4%, HCMV inh -72*, HCV inhibitor 8%, LmPK inh -5%, AmpC detergent 0% and Tb PYK inh -5%.

Of the compounds above, these contain a thiophene ring, fused or not:
Screening O=C(Nc1cc(S(=O)(=O)Nc2ccccc2Cl)ccc1O)c1sc2cc(Cl)ccc2c1Cl returned AmpC inh no detg -39%, AMA1 RON2 block 5%, HCMV inh -2, HCV inhibitor -3%, LmPK inh 4%, AmpC detergent -4% and Tb PYK inh 0%.
`O=C(c1cccs1)N(Cc1cc2ccccc2[nH]c1=O)CC1CCCO1` (stereo unspecified) gave AmpC inh no detg -17%, AMA1 RON2 block -3%, HCMV inh 8, HCV inhibitor -4%, LmPK inh 4%, AmpC detergent inconclusive and Tb PYK inh 3%.
Screening CCOc1ccccc1C1C2CCCCC2(O)CCN1C(=O)c1cccs1 (stereo unspecified) returned AmpC inh no detg 15%, AMA1 RON2 block 19%, HCMV inh 75, HCV inhibitor 21%, LmPK inh -1%, AmpC detergent 7% and Tb PYK inh -9%.

Further results follow.
CC(=O)NCCn1c(SCC(=O)NCCC2=CCCCC2)nc2ccccc2c1=O was read as AmpC inh no detg -9%, AMA1 RON2 block 13%, HCMV inh -24, HCV inhibitor 1%, LmPK inh -2% and AmpC detergent -16%.
COCCn1c(C(=O)N2CCCC2)cc2c1C[C@H]1CN(C(=O)c3ccccc3)[C@@](Cc3ccc(F)cc3)(C(=O)OC)[C@@H]21 was read as AmpC inh no detg 378%[activator], AMA1 RON2 block -2%, HCMV inh -3, HCV inhibitor 0%[8.37 µM], LmPK inh -1%, AmpC detergent inconclusive and Tb PYK inh 1%.
`O=C(O)c1ccc(NC(=O)c2ccc(Br)c(S(=O)(=O)N3CCCC3)c2)cc1` gave HCMV inh -10, AmpC detergent 2% and Tb PYK inh -25%.
C[C@@H](NC(=O)[C@@H]1CCCN1C(=O)[C@@H]1CCCN1C(=O)OC(C)(C)C)c1ccccc1 was read as AMA1 RON2 block 4%, HCMV inh 3 and Tb PYK inh 2%.
Screening Cc1sc(NC(=O)c2ccccc2)c(C(=O)NC(C)C)c1C returned AmpC inh no detg -16%, AMA1 RON2 block 7%, HCMV inh -25, HCV inhibitor inconclusive, LmPK inh -3%, AmpC detergent -1% and Tb PYK inh 0%.

Hits appear at their usual frequency (roughly 7.5% active in at least one column).
